# BoNT-A LC inh2: blocks Botulinum neurotoxin A light chain protease; AID 588499; inhibition, % at 10 µM; 360,000 tested, 0.17% active; multiplex microsphere protease substrate cleavage, flow cytometry; also: plate controls were buffer without enzyme for full effect and enzyme alone for no effect
# BoNT-F LC inh: inhibitors of Botulinum neurotoxin F light chain protease | 360,000 tested, 0.22% active | Multiplex microsphere protease cleavage assay, flow cytometry | inhibition, % at 10 µM | AID 588497; in the data active = inhibition above about 35%, passing the limit was not always enough; inconclusive = no clear call, values can overlap the other calls; also: plate controls were buffer without enzyme for full effect and enzyme alone for no effect
# DUSP3 inh: DUSP3 (human) phosphatase inhibition; P51452; recombinant VHR phosphatase, pNPP absorbance; inhibition, % at 13.3 µM; 290,000 tested, 0.52% active; in the data active = inhibition above about 50%; also: some compounds called inactive have numbers as strong as hits
# Target sequence (P51452 whole entry, looked up): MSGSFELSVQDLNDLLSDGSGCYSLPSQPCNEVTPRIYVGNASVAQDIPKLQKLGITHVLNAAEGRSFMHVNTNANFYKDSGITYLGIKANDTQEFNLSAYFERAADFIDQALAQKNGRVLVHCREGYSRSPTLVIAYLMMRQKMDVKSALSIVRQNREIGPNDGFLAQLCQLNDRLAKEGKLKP
# Rv3671c inh: inhibits the M. tuberculosis serine protease Rv3671c | P9WHR9 | inhibition, % at 5.96 µM | 320,000 tested, 0.048% active | AID 2606; in the data active = inhibition above about 38%;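 also: extracellular domain of Rv3671c used as enzyme; 0% = enzyme with DMSO and 100% = no enzyme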
# Target sequence (P9WHR9 whole entry, looked up, the tested form may be a part): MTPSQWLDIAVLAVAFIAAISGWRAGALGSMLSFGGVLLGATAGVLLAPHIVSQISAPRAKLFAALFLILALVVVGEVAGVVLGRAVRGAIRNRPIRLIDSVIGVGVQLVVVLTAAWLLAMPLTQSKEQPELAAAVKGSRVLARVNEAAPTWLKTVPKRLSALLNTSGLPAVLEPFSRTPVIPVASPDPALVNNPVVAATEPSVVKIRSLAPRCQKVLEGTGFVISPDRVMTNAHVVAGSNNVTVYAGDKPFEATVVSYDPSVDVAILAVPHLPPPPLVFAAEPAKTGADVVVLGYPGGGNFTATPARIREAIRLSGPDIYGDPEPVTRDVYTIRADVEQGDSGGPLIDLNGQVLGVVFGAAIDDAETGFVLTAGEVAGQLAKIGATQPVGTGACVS
# CCHFV vOTU inh: blocks the CCHF virus ovarian tumor domain protease. 370,000 tested, 0.55% active. CCHFV vOTU protease, Pep-AMC fluorescence. inhibition, % at 11.5 µM. AID 651958; in the data active = inhibition above about 30%; also: 0% = vehicle wells with enzyme and 100% = no enzyme wells
# PrPC surface inh: reduces human prion protein on the cell surface | cell surface PrPC, TR-FRET read-out | 370,000 tested, 0.43% active | P04156 | AID 720596 | inhibition, % at 13.8 µM; in the data active = inhibition above about 24%; also: 0% = median of the test wells and 100% = reference compound wells
# SSB-PriA inh: K. pneumoniae PriA-SSBct interaction inhibition; AlphaScreen SSBct-PriA binding, biotinylated peptide; inhibition, % at 33 µM; 430,000 tested, 0.6% active; in the data active = inhibition mostly above about 37%, no sharp cut-off; inactive = mostly below about 20%;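 also: plate controls were negative control peptide for no effect and reference peptide for full effect; strong numbers were not always called active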
# Anthrax LF inh2: anthrax lethal factor protease inhibition; inhibition, % at 10 µM; multiplex microsphere protease cleavage assay, LF; AID 588501; 360,000 tested, 0.12% active; also: plate controls were buffer without enzyme for full effect and enzyme alone for no effect
# MazEF act: activators of E. coli MazEF toxin-antitoxin RNase. P0AE70. FAM/BHQ RNA-DNA oligo cleavage fluorescence, 5 h. activation, % at 20 µM. 350,000 tested, 0.32% active. AID 504720; in the data active = activation above about 50%
# Target sequence (P0AE70 whole entry, looked up): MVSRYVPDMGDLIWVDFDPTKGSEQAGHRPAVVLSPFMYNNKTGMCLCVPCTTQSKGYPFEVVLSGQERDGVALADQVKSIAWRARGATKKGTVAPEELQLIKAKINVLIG
# SARS 3CLpro inh: SARS-CoV 3CLpro protease inhibition; 290,000 tested, 0.14% active; inhibition, % at 6 µM; AID 1706; P0C6X7; recombinant SARS-CoV 3CLpro, quenched FRET peptide cleavage; in the data active = inhibition above about 12%
# * marks the source's active call; other numbers are inactive results; ? = inconclusive; . = no result given. Rule as the data show it, unless noted: active = inhibition above about 30%; inconclusive = no clear call, values can overlap the other calls; inactive = below that.
# Start of the listing, in advance:
Molecule,BoNT-A LC inh2,BoNT-F LC inh,DUSP3 inh,Rv3671c inh,CCHFV vOTU inh,PrPC surface inh,SSB-PriA inh,Anthrax LF inh2,MazEF act,SARS 3CLpro inh
O=C(CN1C(=O)c2ccccc2C1=O)NC1CCCCCC1,-0.8,-4,41,1,12,-2,-6,-7,3,-5
CC(C)N(Cc1ccccc1)C(=S)Nc1ccc(OC(F)F)cc1,-0.2,-7,1,-4,2,-10,-2,-1,-2,0
CCOc1ccc(C(=O)N(CC(=O)Nc2cccc(C)c2C)CC2CCCO2)cc1OC (centres undefined),-3.5,-2,.,-12,-11,-5,2,1,8,.

# The whole of this part, previewed entries included:
Molecule,BoNT-A LC inh2,BoNT-F LC inh,DUSP3 inh,Rv3671c inh,CCHFV vOTU inh,PrPC surface inh,SSB-PriA inh,Anthrax LF inh2,MazEF act,SARS 3CLpro inh
O=C(CN1C(=O)c2ccccc2C1=O)NC1CCCCCC1,-0.8,-4,41,1,12,-2,-6,-7,3,-5
CC(C)N(Cc1ccccc1)C(=S)Nc1ccc(OC(F)F)cc1,-0.2,-7,1,-4,2,-10,-2,-1,-2,0
CCOc1ccc(C(=O)N(CC(=O)Nc2cccc(C)c2C)CC2CCCO2)cc1OC (centres undefined),-3.5,-2,.,-12,-11,-5,2,1,8,.
C=CCOC(=O)C1=C[C@H](C2CCCCC2)[C@@H](CCCO)[C@H](OCC)O1,-0.7,-6,14,4,5,3,2,1,2,3
Nc1ncc(C(=O)O)c(-c2ccccc2)n1,-0.1,0,.,.,4,2,-4,4,7,.
COC(C(=O)Nc1ccnn1C1CCN(Cc2nccs2)CC1)c1ccccc1 (centres undefined),0.8,-5,27,1,1,-5,2,2,-15,-3
Cc1cc(F)ccc1S(=O)(=O)Nc1ccccc1C(=O)NC1CCN(Cc2ccccc2)CC1,0.7,8,.,.,-6,4,-8,2,-6,.
COc1ccc(S(=O)(=O)N2CCCC2CNC(=O)C(=O)Nc2ccc(F)cc2)cc1 (centres undefined),-1.5,0,.,-3,4,5,6,-5,-2,.
COc1ccc(C2c3[nH]c4ccccc4c3C[C@H]3C(=O)N(c4ccccc4C(=O)N4CCC[C@@H]4C(=O)O)C(=O)N23)cc1 (some centres undefined),-1.2,-15,.,-4,5,-7,7,-4,-13,.
OCC(O)[C@@H](O[C@H]1O[C@H](CO)[C@@H](O)[C@H](O)[C@H]1O)[C@H](O)[C@@H](O)CO (some centres undefined),0.1,-4,.,-1,1,4,-5,-8,5,.
CN(CC(=O)Nc1cccc(F)c1)CC(=O)NC(c1ccccc1)c1ccccc1,0.8,4,.,-3,13,1,-15,-3,5,.
Cc1ccc2cccc(OCCOCCOc3ccccc3Br)c2n1,-0.8,1,-2,-11,-9,0,-5,-1,-7,1
Cc1cc(C(=O)N/N=C/c2ccc3c(c2)OCO3)c(C)o1,-0.2,2,22,10,2,5,.,-2,5,0
COc1ccc(C(=O)/C=C/c2cccnc2)c(OC)c1,1.2,18,5,5,8,3,-12,1,7,3
COc1ccc(N(CC(=O)N/N=C/c2cc(OC)ccc2OC)S(=O)(=O)c2ccccc2)cc1,-2.4,22,38,-25,0,-4,.,1,1,9
Cc1c(N2C(=O)c3ccccc3C2(O)c2ccccc2)c(=O)n(-c2ccccc2)n1C (centres undefined),-0.7,-1,29,-6,-9,3,-4,-8,10,5
Cc1cccc(C)c1NC(=O)CN(C)C(=O)c1ccccc1C(=O)N(C)Cc1ccccc1,4.5,9,-17,-5,-9,9,-2,4,-8,-5
CC(C)OC(=O)c1ccc(Cn2nnc3ccccc3c2=O)cc1,3.9,7,-10,-10,14,7,-25,0,-2,6
COc1ccc(Oc2ccc(/C=C/C(=O)c3cccc(OC)c3)cc2[N+](=O)[O-])cc1,-2.7,-21,-8,-5,0,-2,19,-5,-7,-1
CC1(C)CC(=O)C(C=NCCN2CCN(C(=O)CCl)CC2)=C(O)C1,.,.,19,-5,-12,-1,-3,.,11,7
Cc1cc(N)n(-c2ccc(C)c(C)c2)n1,0.2,-5,4,1,-2,-2,-7,-2,-2,-1
CC(=O)c1ccc(S(=O)(=O)N2CCC(Oc3ccc(-n4cnnn4)cc3)CC2)cc1,-0.5,0,14,-4,-9,0,-7,-6,-2,-2
Cc1cc(C)c2c(c1)cc(C)c1nnc(SCC(=O)N3CCCc4ccccc43)n12,-1.1,-2,10,-4,-3,-5,1,1,0,4
Cc1ccc(C(=O)Nc2ccc(S(=O)(=O)Nc3cnc4ccccc4n3)cc2)cc1,0.7,-2,26,-1,18,2,-2,-3,4,7
CCc1nccn1CCC(=O)N1CCc2c([nH]c3ccccc23)C1CC(C)C (centres undefined),-0.2,0,19,-2,-2,-3,14,-2,5,0
CC(=O)c1cc2c(C)cc(=O)oc2cc1O,0.8,2,23,-8,-15,-2,-3,-2,-4,6
CC(CN1CCN(Cc2ccccc2)CC1)OC(=O)c1ccco1 (centres undefined),-0.8,-5,11,0,0,-5,-6,5,-2,-4
COc1ccccc1C(C)NCC(=O)NCc1ccc(C)cc1 (centres undefined),-0.7,-10,40,4,-13,-1,6,0,3,2
O=C(OCc1nc(-c2ccccc2)oc1COC(=O)c1ccco1)c1ccco1,-0.4,-5,26,-12,-10,-4,-12,-2,-5,-8
Cc1ccc(-c2nc3ccccc3[nH]c2=O)cc1,1.7,-3,0,2,-24,-11,-7,-3,10,1

# More compounds follow:
Molecule,BoNT-A LC inh2,BoNT-F LC inh,DUSP3 inh,Rv3671c inh,CCHFV vOTU inh,PrPC surface inh,SSB-PriA inh,Anthrax LF inh2,MazEF act,SARS 3CLpro inh
Cc1cc(CN2CCCCC2C(=O)Nc2ccc(Oc3cccnc3)cc2)oc1C (centres undefined),2.9,-3,-9,7,2,-4,-11,-3,-6,-3
Cc1noc(C)c1-c1ccc(C(=O)Nc2cccc(NS(C)(=O)=O)c2)c2occc12,0.4,0,.,.,4,-10,.,-6,.,.
CCN(c1ccccc1)S(=O)(=O)c1cccc(C(=O)NCC(c2ccc(OC)cc2)N2CCCCC2)c1 (centres undefined),-0.5,-3,.,.,-3,-8,.,2,-2,.
CC(C)OCCCNc1nc2c([nH]1)c(=O)n(C)c(=O)n2C,0.2,0,25,1,0,-3,-7,0,-6,0
Cc1ccc(C)c(S(=O)(=O)N2CCN(C(=O)c3n[nH]c(=O)c4ccccc34)CC2)c1,2.1,9,.,4,0,-4,-13,2,2,.
COc1ccc(C(=O)CSc2ccc(-c3ccco3)nn2)cc1,0.1,-3,28,0,-20,1,2,0,-1,0
N#Cc1c(NCCO)ccc([N+](=O)[O-])c1NCCO,-4.4,?,10,-4,10,-41,-8,14,8,-3
CCCc1c(O)nc(SCC(=O)N2CCCCC2)[nH]c1=O,-1.8,-4,-37,6,-14,9,-20,0,4,0
O=C(c1cn(CC(=O)N2CCCC2)c2ccccc12)C1CCCCC1,0.2,-1,22,-1,-4,-5,-2,-4,6,-3
CCOC(=O)C(CC)n1cnc2c(cnn2-c2ccc(Cl)cc2)c1=O (centres undefined),-1.1,-1,-9,-4,1,3,-21,2,-3,4
Cn1c(SCC(=O)N2CCN(S(=O)(=O)c3ccccc3)CC2)nc2ccccc21,0.6,1,9,-2,.,.,-15,-2,-6,-3
O=C(CCCCCN1C(=O)CCC1=O)Nc1ncn[nH]1,-0.5,?,6,-12,10,1,-7,-9,9,1
Nc1ccc(-n2c(N)c(C(=O)NCc3ccc4c(c3)OCO4)c3nc4ccccc4nc32)cc1,7.9,0,.,6,12,2,-23,2,-5,5
Cc1cccn2c(=O)c(C=Nc3ccccc3)c(NCCO)nc12,0.0,-2,13,1,-25,-20,-6,2,4,2
COc1ccc(/C=C/C(=O)N[C@@H](C)C(=O)O)cc1,0.1,-3,-7,-5,-17,-5,-8,-1,-8,3
CCOC(=O)C1CCCN(C(=O)/C(=C/c2ccco2)NC(=O)c2ccccc2)C1 (centres undefined),-2.6,-8,26,-6,1,-3,-9,31*,1,0
CCOc1ccc(C(=O)N2CCC3(CC2)NCCc2[nH]cnc23)cc1OCC,1.7,1,68,1,5,-11,-16,1,0,-2
O=[N+]([O-])c1ccc(N2CCN(Cc3ccncc3)CC2)cc1,1.1,-10,13,2,-3,-23,7,4,4,-1
O=C(c1cc([N+](=O)[O-])ccc1N1CCOCC1)N1CCN(c2ccc([N+](=O)[O-])cc2)CC1,2.7,5,.,-5,3,-21,-2,14,-5,.
Cc1ccc(OCCn2ncc3ccccc3c2=O)c(C)c1,-1.8,6,-1,-1,-13,-6,-21,-10,-6,5
O=C(Nc1ccccn1)c1ccc(C(=O)c2ccccc2)cc1,-0.8,2,.,-2,0,14,-4,1,6,.
CC(=O)c1ccc(S(=O)(=O)Nc2ccc(S(=O)(=O)N3CCCCC3)cc2)cc1,1.3,-1,.,1,5,3,-1,0,3,.
COc1ccc2[nH]c3c(NCCN4CCCCC4)ncnc3c2c1,-0.6,-8,8,3,.,.,.,-9,.,-4
COc1ccc(C(CNC(=O)c2ccc(N3CCCC3=O)cc2)N2CCCC2)cc1 (centres undefined),-1.4,9,.,-1,-4,-11,-6,-5,3,.
Brc1nc(-c2ccccc2)nc(-c2ccccc2)c1Br,.,.,.,-4,-12,-1,-5,.,-11,.
COc1ccc(-n2c(Cc3cccn3C)nnc2SCC(=O)Nc2ccccc2C)cc1,-0.1,5,13,3,-5,6,3,-3,4,1
Cc1ccc(C(=O)N2CCc3ccccc32)cc1C,0.2,?,.,.,-11,7,-8,8,16,.
COc1ccccc1N1CCN(C(=O)CN(c2cc(C)cc(C)c2)S(C)(=O)=O)CC1,-1.5,-12,-4,-10,-12,4,-2,-2,-4,7

# Reprinted at random: 5 records from the list
Molecule,BoNT-A LC inh2,BoNT-F LC inh,DUSP3 inh,Rv3671c inh,CCHFV vOTU inh,PrPC surface inh,SSB-PriA inh,Anthrax LF inh2,MazEF act,SARS 3CLpro inh
COc1ccc(C(CNC(=O)c2ccc(N3CCCC3=O)cc2)N2CCCC2)cc1 (centres undefined),-1.4,9,.,-1,-4,-11,-6,-5,3,.
Cc1cccc(C)c1NC(=O)CN(C)C(=O)c1ccccc1C(=O)N(C)Cc1ccccc1,4.5,9,-17,-5,-9,9,-2,4,-8,-5
O=C(CCCCCN1C(=O)CCC1=O)Nc1ncn[nH]1,-0.5,?,6,-12,10,1,-7,-9,9,1
CC(=O)c1ccc(S(=O)(=O)Nc2ccc(S(=O)(=O)N3CCCCC3)cc2)cc1,1.3,-1,.,1,5,3,-1,0,3,.
O=C(c1cc([N+](=O)[O-])ccc1N1CCOCC1)N1CCN(c2ccc([N+](=O)[O-])cc2)CC1,2.7,5,.,-5,3,-21,-2,14,-5,.

# Some of the compounds tested; rates above refer to the full screens.
